Rad51 HR inh – Rad51 (human) homologous recombination inhibition. Q06609. hRad51 DNA strand exchange, fluorescence dequenching. inhibition, % at 10 µM. 200,000 compounds, 0.085% hits;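 active means inhibition above 40% at the single screening dose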;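 further: 0% = DMSO control wells and 100% = blanks with heterologous ssDNA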
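Material: hRad51 filaments on single-stranded DNA; Reagent: Donor/quencher-labelled 47-bp dsDNA substrate; Compound: 10 µM final, single point; Schedule: 37 °C 15-min filament assembly, 30-min compound preincubation, 15-min exchange; Technique: FRET fluorescence, excitation 485 nm, emission 520 nm; Benchmarks: control wells and blank wells on each plate.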
FXIa inh 1536 – blocks human coagulation factor XIa protease activity | purified FXIa, Boc-Glu-Ala-Arg-AMC fluorogenic substrate | P03951 | inhibition, % at 5 µM | 220,000 compounds, 0.14% hits;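 active means inhibition of at least 40%; inactive means inhibition below 40%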;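 further: fluorescence of freed AMC excited at 355 nm; 0% = enzyme without compound and 100% = no enzyme blank; many of its hits are not listed in these tables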
MDM2 E3 inh – inhibitors of human Mdm2 E3 ubiquitin ligase; Q00987; cell-based MDM2 ubiquitination luciferase reporter, 2 h; 0 = plate control, 100 = twice control, blank-subtracted; signal enhancement, % at 5 µM; 210,000 compounds, 0.11% hits; AID 1230;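 active means signal enhancement of 30% or more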;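 further: luminescence tracks abundance of the self-degrading MDM2-luciferase fusion protein; higher signal means inhibition of MDM2 E3 ligase activity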
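Assay system: stable mammalian line carrying autodegrading MDM2–luciferase fusion reporter; Input: 2000 cells in each well; Compound dosing: single-point 5 µM; Schedule: 2 h compound exposure at 37 °C; Signal: SteadyLite luciferase luminescence after 15 min room-temperature reagent incubation; Evaluation: % luminescence enhancement versus blank-corrected plate control mean; Benchmarks: plate controls and plate blanks.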
Wee1 stabilizer – human Wee1 degradation inhibition, primary screen; P30291; HeLa Luc-Wee1K328M stability, luciferase luminescence; 100% = proteasome inhibitor MG132 effect; reporter increase, % at 5 µM; 220,000 compounds, 1.2% hits;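 active means activation above the mean of all tested compounds plus 3 SD, set per screening run, cut at about 8.8% in these data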;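 further: cells exposed to compound for 20 h before luminescence read; 0% = DMSO alone and 100% = MG132 at 30 µM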
FXIIa inh 1536 – blocks human coagulation factor XIIa protease activity; P00748; AID 800; purified FXIIa, Boc-QGR-AMC fluorogenic substrate, 2 h; 220,000 compounds, 0.3% hits; inhibition, % at 5 µM; in the data active means inhibition above about 40%;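 further: 0% = enzyme with no compound and 100% = blank without enzyme; many of its hits are not listed in these tables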
p97 inhibitor – human p97 ATPase inhibition; AID 1481; recombinant p97 ATPase, Kinase-Glo ATP luminescence, 3 h; inhibition, % at 8 µM; 220,000 compounds, 0.42% hits; in the data active means inhibition above about 15%;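 further: 0% = DMSO vehicle and 100% = wells lacking enzyme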
eIF4E 4G PPI – blocks eIF4E binding to eIF4G; inhibition, % at 21.7 µM; P63073+Q04637; AID 782; 220,000 compounds, 0.37% hits; TR-FRET eIF4E-eIF4GI(517-606) binding, 2 h;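 active means inhibition above about 30%, limit read from the data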;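 further: 0% = full FRET control wells and 100% = background wells lacking eIF4GI fragment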
14-3-3 Bad inh – disrupts binding of bovine 14-3-3 zeta to phospho-Bad peptide | P63103 | TR-FRET 14-3-3zeta/Dy647-pBad peptide displacement, 1 h | inhibition, % at 21.7 µM | 220,000 compounds, 0.71% hits | AID 781;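 active means inhibition above about 70%, limit read from the data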;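 further: 0% = full 14-3-3 plus peptide FRET controls and 100% = background without 14-3-3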
hK5 inh – kallikrein 5 (human) inhibition | Q9Y337 | recombinant hK5, fluorogenic AMC substrate cleavage | AID 873 | inhibition, % at 5 µM | 210,000 compounds, 0.59% hits;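 active means inhibition of 40% or more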;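 further: 0% = enzyme controls without compound and 100% = no-enzyme blanks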
The depositor's hits bear a star; . = no result given; [ ] = remark or other dose. Not a hit list; about 3.5% have a hit in one of these screens.

Labels used below: A = Rad51 HR inh; B = FXIa inh 1536; C = MDM2 E3 inh; D = Wee1 stabilizer; E = FXIIa inh 1536; F = p97 inhibitor; G = eIF4E 4G PPI; H = 14-3-3 Bad inh; I = hK5 inh
CCCN1CCC(NC(=O)Nc2cc(Cl)ccc2OC)CC1
  A: 2 | B: -3 | C: -4 | D: -1 | E: 7 | F: 8 | G: 0 | H: -6 | I: 10

CC1CCN(c2ccc(NC(=O)c3ccccc3[N+](=O)[O-])cc2)CC1
  A: -2 | B: 0 | C: -5 | D: 0 | E: 5 | F: -3 | G: -1 | H: -8 | I: 3

CCc1ccc(N(CC(=O)NC2CCCC2)S(=O)(=O)c2c(C)noc2C)cc1
  A: -2 | B: -2 | C: -6 | D: 0 | E: 10 | F: -8 | G: 1 | H: 0 | I: -19

O=C(c1cccnc1)N1CCN(c2c(Cl)cccc2[N+](=O)[O-])CC1
  A: -4 | B: -1 | C: 23 | D: -1 | E: 12 | F: -1 | G: 4 | H: -3[fluorescence artefact?] | I: -6

COc1ccccc1-c1nc2n(n1)C(c1cccs1)C(C(=O)Nc1cccnc1)=C(C)N2 (stereo not drawn)
  A: -1 | B: -2 | C: -6 | D: 2 | E: 6 | F: -5 | G: -9 | H: 3[fluorescence artefact?] | I: -15

CC(=O)Cc1nsc(Nc2cccc(C)c2)n1
  A: . | B: -1 | C: -5 | D: 0 | E: 5 | F: 1 | G: -3 | H: -8 | I: 2

O=C(COC(=O)c1ccc(-c2ccccc2)cc1)Nc1ccccc1-c1ccccc1
  A: 9 | B: 6 | C: 8 | D: 4 | E: 11 | F: 4 | G: 23 | H: 7[fluorescence artefact?] | I: -11

CCOC(=O)c1ccc(NC(=O)CCNS(=O)(=O)c2ccc3c(c2)oc(=O)n3C)cc1
  A: -1 | B: 1 | C: 1 | D: -1 | E: 17 | F: 4 | G: 1[fluorescence artefact?] | H: -1 | I: -1

O=C(Nc1c2c(nc3ccccc13)CCCC2)c1ccccc1Cl
  A: -2 | B: 11 | C: -15 | D: 0 | E: 15 | F: 1 | G: 5 | H: -5 | I: 13

C=CCn1c(SCC(=O)NC(=O)NCC(C)C)nnc1C1CCCCC1
  A: 4 | B: 0 | C: 11 | D: 2 | E: 10 | F: 4 | G: 3[fluorescence artefact?] | H: 9[fluorescence artefact?] | I: -2

O=C(O)c1cccc(N2C(=O)c3ccc4c5c(ccc(c35)C2=O)C(=O)N(c2cccc(C(=O)O)c2)C4=O)c1
  A: 1 | B: 3 | C: . | D: -2 | E: 18 | F: 5 | G: -4 | H: 13 | I: 5

COC(=O)c1cc(-c2ccccc2)sc1NC(=O)c1cc(C)on1
  A: -4 | B: 3 | C: -12 | D: 4 | E: 11 | F: 8 | G: 2[fluorescence artefact?] | H: 10[fluorescence artefact?] | I: -3

CS(=O)(=O)c1ccc2nc(NC(=O)c3ccc(S(=O)(=O)NCC4CCCO4)cc3)sc2c1 (stereo not drawn)
  A: 1 | B: -3 | C: -4 | D: 3 | E: 4 | F: -3 | G: 0 | H: -10 | I: -2

CCC[N+](CC#CCO)(CC#Cc1ccccc1)CCC
  A: 21 | B: -3 | C: -10 | D: -1 | E: 6 | F: 0 | G: 91* | H: 0 | I: -3

CC(C)N(C(=O)COC(=O)[C@H](C)NC(=O)c1ccco1)c1ccccc1
  A: -3 | B: -12 | C: -13 | D: -3 | E: 4 | F: -4 | G: 0 | H: -1 | I: -8

Cc1cc(C)c2nc(SCC(=O)NCCN3C(=O)CSC3=O)cc(C)c2c1
  A: -10 | B: -3 | C: -16 | D: -2 | E: 0 | F: -9 | G: -5 | H: 2[fluorescence artefact?] | I: 23

CC1(CC(=O)N/N=C/c2cc([N+](=O)[O-])c(O)cc2O)OCCO1
  A: -3 | B: 1 | C: -15 | D: -2 | E: 1 | F: 6 | G: 4 | H: -1 | I: -23

CCOC(=O)C(Sc1cc(-c2ccccc2)nc2ncnn12)C(C)=O (stereo not drawn)
  A: 0 | B: -3 | C: -4 | D: -3 | E: 3 | F: -2 | G: -3 | H: 0 | I: -1

Cc1cccc(-n2c(N)cc(=O)nc2SCC(=O)Nc2cc(C)on2)c1
  A: -1 | B: 5 | C: -11 | D: -1 | E: 2 | F: 5 | G: -3 | H: -6 | I: 9

Cc1nc(N2CCN(c3ccccn3)CC2)c2c(C)c(C(=O)Nc3ccc(F)cc3)sc2n1
  A: -33 | B: -3 | C: -7 | D: -1 | E: 7 | F: -2 | G: -5 | H: -19 | I: -6

CCC(C)(C)n1nnnc1C(c1cc2ccc(OC)cc2[nH]c1=O)N1CCN(C2CCCCC2)CC1 (stereo not drawn)
  A: 4 | B: 7 | C: -24 | D: -2 | E: -3 | F: 9 | G: -7 | H: -14 | I: 57*

CCOc1ccc(CNc2ccc(N3CCCC3)cc2)cc1
  A: -1 | B: 22 | C: -12 | D: -1 | E: 35 | F: 4 | G: 9[fluorescence artefact?] | H: -18[fluorescence artefact?] | I: -5

CCC(CC)c1nnc(NC(=O)c2ccc([N+](=O)[O-])cc2)s1
  A: 9 | B: 2 | C: -14 | D: -2 | E: 7 | F: 4 | G: -4 | H: 1 | I: -1

Cc1noc(-c2ccc(C(F)(F)F)cc2)c1NC(=O)Nc1ccc(Cl)cc1
  A: 22 | B: 2 | C: -11 | D: 0 | E: 1 | F: 10 | G: 1 | H: 6 | I: 3

CC(=O)C1C(=O)CC(c2ccc(Cl)cc2)CC1=O (stereo not drawn)
  A: 6 | B: 5 | C: -14 | D: -1 | E: 4 | F: 4 | G: -3 | H: 1 | I: 0

11 entries from above, in CSV form.
SMILES,Rad51 HR inh,FXIa inh 1536,MDM2 E3 inh,Wee1 stabilizer,FXIIa inh 1536,p97 inhibitor,eIF4E 4G PPI,14-3-3 Bad inh,hK5 inh
CCOC(=O)c1ccc(NC(=O)CCNS(=O)(=O)c2ccc3c(c2)oc(=O)n3C)cc1,-1,1,1,-1,17,4,1[fluorescence artefact?],-1,-1
O=C(Nc1c2c(nc3ccccc13)CCCC2)c1ccccc1Cl,-2,11,-15,0,15,1,5,-5,13
C=CCn1c(SCC(=O)NC(=O)NCC(C)C)nnc1C1CCCCC1,4,0,11,2,10,4,3[fluorescence artefact?],9[fluorescence artefact?],-2
O=C(O)c1cccc(N2C(=O)c3ccc4c5c(ccc(c35)C2=O)C(=O)N(c2cccc(C(=O)O)c2)C4=O)c1,1,3,.,-2,18,5,-4,13,5
COC(=O)c1cc(-c2ccccc2)sc1NC(=O)c1cc(C)on1,-4,3,-12,4,11,8,2[fluorescence artefact?],10[fluorescence artefact?],-3
CS(=O)(=O)c1ccc2nc(NC(=O)c3ccc(S(=O)(=O)NCC4CCCO4)cc3)sc2c1 (stereo not drawn),1,-3,-4,3,4,-3,0,-10,-2
CCC[N+](CC#CCO)(CC#Cc1ccccc1)CCC,21,-3,-10,-1,6,0,91*,0,-3
CC(C)N(C(=O)COC(=O)[C@H](C)NC(=O)c1ccco1)c1ccccc1,-3,-12,-13,-3,4,-4,0,-1,-8
Cc1cc(C)c2nc(SCC(=O)NCCN3C(=O)CSC3=O)cc(C)c2c1,-10,-3,-16,-2,0,-9,-5,2[fluorescence artefact?],23
CC1(CC(=O)N/N=C/c2cc([N+](=O)[O-])c(O)cc2O)OCCO1,-3,1,-15,-2,1,6,4,-1,-23
CCOC(=O)C(Sc1cc(-c2ccccc2)nc2ncnn12)C(C)=O (stereo not drawn),0,-3,-4,-3,3,-2,-3,0,-1

Continued:
Below each compound – Rad51 HR inh | FXIa inh 1536 | MDM2 E3 inh | Wee1 stabilizer | FXIIa inh 1536 | p97 inhibitor | eIF4E 4G PPI | 14-3-3 Bad inh | hK5 inh
- CCCc1cc(O)c2c(C)cc(=O)oc2c1
 : -4 | -2 | -5 | 4 | 7 | 4 | -5 | -22 | 0
- COCCn1c(SCC(=O)c2ccc(Cl)cc2)nnc1C(C)C
 : -3 | 3 | 2 | 2 | 13 | 3 | 3[fluorescence artefact?] | 8 | -4
- CC(=O)NC(CCS(C)(=O)=O)C(=O)Nc1cc(C)ccc1C (stereo not drawn)
 : 0 | 5 | -8 | 1 | 12 | -2 | 3 | 4[fluorescence artefact?] | -9
- COc1cc(/C=C/C(=O)OCC(=O)Nc2ccc(S(N)(=O)=O)cc2)ccc1O
 : 1 | 3 | -22 | 1 | 8 | 7 | 4 | 1 | 2
- COc1cc(/C=N/NC(=O)Cn2cnc3c2c(=O)n(C)c(=O)n3C)ccc1O
 : 4 | -5 | -3 | 3 | 6 | 5 | 6 | -2 | 3
- CCN(c1ccc(OCC(=O)OCC(=O)c2c(N)n(C)c(=O)n(C)c2=O)cc1)S(=O)(=O)c1ccccc1
 : -3 | -1 | -10 | 1 | 6 | -5 | -1 | -1 | 3
- CCCc1cc(-c2n[nH]c(C(=O)OCC)c2-c2cscn2)c(O)cc1O
 : 3 | -2 | -8 | -2 | 12 | 0 | -5 | -18 | 0
- CCCc1c(O)c2ccccc2[nH]c1=O
 : 2 | 5 | -23 | -1 | -10 | 1 | 4 | -3[fluorescence artefact?] | 17
- Cn1c(Cn2nnc3ccccc32)nnc1SCC(N)=O
 : 8 | 4 | 18 | 1 | -7 | 0 | 0[fluorescence artefact?] | 3[fluorescence artefact?] | -2
- Cc1ccsc1/C=N/N1CCN(Cc2ccccc2)CC1
 : 0 | -4 | -3 | -4 | 5 | 4 | 1 | -6 | -4
- CC1CCCC(NC(=O)C2CCC(CNc3c(N4CCCCC4)c(=O)c3=O)CC2)C1C (stereo not drawn)
 : 0 | 4 | -3 | 2 | 10 | 3 | 1 | 90* | 5
- CC1(C)CC2(C)OCCN2C(=S)N1 (stereo not drawn)
 : -6 | -1 | -12 | -2 | 3 | 3 | 2 | -4 | -1
- O=C(COc1ccccc1)Nc1ccc(CN2CCCCC2)cc1
 : . | -1 | 0 | -1 | 8 | 4 | -1 | -5 | 1
- Cc1cc(C(=O)CSc2nnc(N)s2)c(C)n1CCc1ccc(F)cc1
 : -2 | -1 | -2 | 2 | 12 | 2 | -6 | -3 | 4
- CCOC(=O)N1CCN(C(=O)c2ccc(CS(=O)(=O)c3ccccc3OC)o2)CC1
 : 4 | -12 | -22 | -4 | 4 | 4 | -3 | -2 | 2
- C=CCn1c(SCCC(=O)O)nnc1-c1cccs1
 : 1 | -4 | 4 | -1 | 7 | 4 | 1[fluorescence artefact?] | 10[fluorescence artefact?] | -16
- O=C(N/N=C/c1cc(Br)cs1)c1c[nH]c2ccccc12
 : 25 | 3 | -10 | 0 | 12 | 2 | -1 | 10 | 7
- CCOC(=O)C(C)Sc1ccc2nnc(CCNS(=O)(=O)c3ccccc3)n2n1 (stereo not drawn)
 : . | -1 | . | 1 | 4 | 4 | 3 | 5 | .
- Cc1cccc(S(=O)(=O)NNC(=O)c2sc(C)nc2C)c1
 : 0 | 2 | -6 | -2 | 7 | 1 | 5[fluorescence artefact?] | -6 | -18
- Cc1ccc(/C=N/N2CCN(C3c4ccccc4-c4ccccc43)CC2)s1
 : 4 | -5 | -3 | -1 | 2 | 4 | -1 | -15[fluorescence artefact?] | -9
- COc1cccc(N2CCN(Cc3cccnc3)CC2)c1
 : -3 | -4 | -1 | -3 | 1 | 6 | 0[fluorescence artefact?] | 32[fluorescence artefact?] | 1
- COc1ccc(-c2coc3cc(OC)cc(OC)c3c2=O)cc1
 : -1 | 5 | -3 | 0 | 12 | -5 | 5 | -6 | 4
